From PubChem
MOR-DOR ag: OPRM1-OPRD1 heterodimerization agonism | cells, luminescence | 340,000 compounds, 0.3% hits | P35372+P41143 | activation, % at 9.3 µM | AID 504326; in the data active means activation above about 18%;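 further: 0% = vehicle-treated cells and 100% = reference agonist; values of inactives mirror those of a sister screen read the other way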
AddAB inh: less growth of phage-infected E. coli with AddAB | 330,000 compounds, 0.29% hits | E. coli expressing H. pylori AddAB, absorbance growth | inhibition, % at 11.9 µM; in the data active means inhibition above about 12%;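 further: 0% = vehicle wells of infected cells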
Ecoli viability: reduces bacterial viability in AddAB counter-screen; E. coli V3065 growth, OD600 absorbance, 18 h; inhibition, % at 11.9 µM; 330,000 compounds, 0.27% hits;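 active means inhibition above the campaign's mean inhibition across all tested compounds plus 3 SD, cut at about 9.9% in these data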;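 further: uninfected addAB+ strain grown without phage in ampicillin broth; 0% = DMSO wells and 100% = ciprofloxacin 0.95 µg/ml wells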
SUMO Mot1 rescue: inhibitors of SUMOylation pathway: yeast Mot1-301 growth rescue. growth rescue, % at 18.8 µM. AID 2716. S. cerevisiae Mot1-301 growth rescue, ATP luminescence, 38.5C; percent above DMSO median, 100 means doubled. 320,000 compounds, 1% hits;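 active means every valid replicate shows activation above 250% relative to neutral control wells; inactive means the rest, any valid replicate at or below 250%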;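 further: OY570 slx delta 5 strain wells were the positive control but not used for scaling; some compounds called inactive have numbers as strong as hits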
PfHsp90 set2: inhibits growth of yeast expressing Plasmodium falciparum Hsp90; 310,000 compounds, 0.32% hits; inhibition, % at 9.4 µM; S. cerevisiae expressing PfHsp90, BacTiter-Glo ATP, 48 h; yeast lacking PDR1 and PDR3 efflux regulators;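 active means every replicate shows inhibition above about 80%, whatever the replicate mean, limit read from the data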;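 further: 0% = DMSO neutral controls and 100% = 20 µM radicicol positive controls; yeast relying on Plasmodium falciparum Hsp90 in place of its own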
HTR5A inv ag: inverse agonist of human HTR5A in OPRM1-OPRD1 counter-screen | P47898 | HTR5A cell line, luminescence, inverse agonism | inhibition, % at 9.3 µM | 340,000 compounds, 0.083% hits | AID 504634; in the data active means inhibition mostly above about 23%, no sharp cut-off; inactive means mostly below about 18%;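 further: 0% = cells with DMSO and 100% = no-cell wells with DMSO; some compounds called inactive have numbers as strong as hits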
DSG3 Ab inh: human desmoglein-3 autoantibody binding inhibition. binding (percent of control), % at 10 µM. 310,000 compounds, 0.48% hits. AID 588358. DSG3-coupled beads, scFv-anti-DSG3-GFP binding, flow cytometry; stronger effect = lower value. P32926;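 active means binding more than 3 SD below its plate's average and above zero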;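 further: hits lower antibody fragment binding to DSG3; some compounds called inactive have numbers as strong as hits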
Target sequence (P32926 whole entry, looked up, the tested form may be a part): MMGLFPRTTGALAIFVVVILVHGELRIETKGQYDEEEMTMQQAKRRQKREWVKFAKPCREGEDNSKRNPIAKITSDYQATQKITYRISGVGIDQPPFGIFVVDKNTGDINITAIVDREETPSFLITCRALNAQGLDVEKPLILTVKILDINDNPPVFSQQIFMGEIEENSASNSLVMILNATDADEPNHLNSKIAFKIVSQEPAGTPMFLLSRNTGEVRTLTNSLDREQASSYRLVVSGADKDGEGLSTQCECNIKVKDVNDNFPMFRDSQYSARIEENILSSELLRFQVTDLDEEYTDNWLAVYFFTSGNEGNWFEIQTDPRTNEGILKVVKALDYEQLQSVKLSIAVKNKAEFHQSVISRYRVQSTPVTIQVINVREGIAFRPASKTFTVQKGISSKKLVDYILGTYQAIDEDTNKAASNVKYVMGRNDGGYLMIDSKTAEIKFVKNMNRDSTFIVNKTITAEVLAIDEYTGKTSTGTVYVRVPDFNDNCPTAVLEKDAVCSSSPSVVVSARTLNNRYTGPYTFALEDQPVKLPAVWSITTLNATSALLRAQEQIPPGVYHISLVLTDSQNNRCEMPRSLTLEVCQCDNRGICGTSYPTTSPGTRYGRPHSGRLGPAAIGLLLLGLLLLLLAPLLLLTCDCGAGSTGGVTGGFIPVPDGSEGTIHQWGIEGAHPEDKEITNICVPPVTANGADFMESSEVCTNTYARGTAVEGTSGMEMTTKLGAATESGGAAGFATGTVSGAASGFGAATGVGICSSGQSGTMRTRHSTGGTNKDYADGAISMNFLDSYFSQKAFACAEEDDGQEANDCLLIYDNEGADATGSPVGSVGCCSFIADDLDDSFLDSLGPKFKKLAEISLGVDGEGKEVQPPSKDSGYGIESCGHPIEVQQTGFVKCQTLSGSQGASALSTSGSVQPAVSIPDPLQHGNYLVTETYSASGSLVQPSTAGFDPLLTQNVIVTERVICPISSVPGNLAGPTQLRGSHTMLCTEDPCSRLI
HTR5A ag: counter-screen for OPRM1-OPRD1 agonists: human HTR5A agonism | 340,000 compounds, 0.61% hits | P47898 | activation, % at 9.3 µM | HTR5A agonist assay, luminescence, cell-based; in the data active means activation mostly above about 9.5%, no sharp cut-off; inactive means mostly below about 7.6%;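 further: 0% = cells with vehicle only and 100% = reference agonist; strong numbers were not always called active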
phage Ecoli inh: E. coli growth loss with phage present. growth absorbance. inhibition, % at 11.9 µM. 360,000 compounds, 0.26% hits. AID 651602; in the data active means inhibition above about 11%
PKA-R1A activ: PKA-R1A complex activation; P00514+P68181; 340,000 compounds, 0.083% hits; activation, % at 11.4 µM; PKA-R1A dissociation, Cy5-IP20 fluorescence polarization; scaled: DMSO 0%, 113 µM cGMP 100%;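 active means percent activation above the mean of all tested compounds plus 3 SD, cut at about 19% in these data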;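 further: higher means more PKAc released from R1A so a rise in polarization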
MOR-DOR inv ag: mu-delta opioid heterodimer inverse agonism; cell-based MOR-DOR heterodimer luminescence; 340,000 compounds, 0.21% hits; AID 504357; inhibition, % at 9.3 µM; in the data active means inhibition above about 22%, passing the limit was not always enough;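 further: 0% = cells with DMSO and 100% = wells without cells with DMSO; values of inactives mirror those of a sister screen read the other way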
* = called active by the depositor; · = no result given.

SMILES	MOR-DOR ag	AddAB inh	Ecoli viability	SUMO Mot1 rescue	PfHsp90 set2	HTR5A inv ag	DSG3 Ab inh	HTR5A ag	phage Ecoli inh	PKA-R1A activ	MOR-DOR inv ag
O=C(NN(CC(O)COc1ccccc1)CC(O)COc1ccccc1)c1ccccc1 (stereo unspecified)	0.2	-0.5	0.2	2	10	-21	106	2	0.8	8	-1
COc1ccc(CCN2CC(C(=O)NCc3nc(C)c(C)s3)CCC2=O)cc1 (stereo unspecified)	-1.9	-0.8	1.3	3	-5	16	104	-2	1.5	3	11
CCCCC(=O)Nc1cccc(NC(=O)CC)c1	0.5	-1.7	-1.6	0	·	15	106	2	0.4	-7	-3
COc1ccc(-c2cc(=O)c3ccc(O)cc3o2)cc1	-0.5	·	·	·	4	25	111	2	2.8	-3	2
N#CCC(=O)N1CCN(C=O)CC1	-1.6	3.2	1.9	817	4	-9	103	3	2.4	6	7
CCCc1cc(N2CCCC(C(=O)Nc3c(OC)cccc3OC)C2)n2ncnc2n1 (stereo unspecified)	2.9	0.4	0.2	-9	2	-25	104	1	2.7	2	-15
COc1cccc(C(c2sc3nc(C)nn3c2O)N2CCc3ccccc3C2)c1 (stereo unspecified)	2.0	-1.1	5.2	-10	-20	-16	99	5	3.5	-8	-12
CCCCN(C(=O)c1cc(CC)c(C)s1)c1c(N)n(CC(C)C)c(=O)[nH]c1=O	-1.2	5.4	3.4	7	19	-1	104	-3	2.7	-2	6
O=C(O)c1ccccc1-c1ccccc1C(=O)NCc1ccccc1F	1.2	1.5	-1.1	0	-7	-4	100	4	2.9	4	-6
COc1ccc(/C=C/C(=O)NNc2c(F)c(F)cc(F)c2F)cc1OC	0.7	1.6	1.0	-17	7	8	101	5	3.9	-5	-4
O=C(CCNC(=O)c1ccccc1)NNC(=O)c1ccccc1Br	-2.5	0.5	1.1	3	-9	-17	100	7	2.3	-2	11
CCCCN1C(=O)C(=O)NC[C@@H]1C(C)CC (stereo partly specified)	-1.9	3.0	-0.7	3	2	19	102	-8	2.5	3	10
N/N=C1\CCCc2c1[nH]c1ccc([N+](=O)[O-])cc21	·	-0.9	-0.2	-5	·	·	99	·	4.5	·	·
c1ccc2c(CSc3ncnc4nc[nH]c34)cccc2c1	1.5	3.2	-0.5	295*	-17	-25	112	3	1.4	-6	-11
OCC(O)C1OCOC(C(O)CO)C1O (stereo unspecified)	-1.1	·	·	·	·	9	95	-2	0.9	-5	5
O=c1n(-c2ccccc2)c(=O)n2n1CCCC2	-2.1	0.9	0.7	-1	-8	-5	120	5	0.2	-13	12
COC(=O)c1cc(S(=O)(=O)NCc2cccc(OC)c2)cn1C	-2.2	6.1	-1.4	25	-1	-1	109	0	5.7	5	11
O=C(CNC(=O)c1ccc(Cl)cc1)OCCCOC(=O)CNC(=O)c1ccc(Cl)cc1	-0.1	1.5	2.1	-15	-5	-4	100	2	-0.7	3	0
c1ccc(CCNc2cnccn2)cc1	-2.5	4.0	-1.2	-23	-18	7	112	-2	1.8	-1	12
c1ccc(C(c2ccccc2)c2noc(CN3CCN(CC4CC4)CC3)n2)cc1	-0.9	0.7	-0.2	9	-7	10	106	-3	1.3	-8	4
CCCOc1cc2c(C#N)c(N3CCCC3)nc(N)c2c(N)n1	-1.8	3.9	0.2	-4	7	13	101	2	2.1	-3	10
Fc1ccc2nc(C3CCCCN3Cc3nc(CC4CC4)no3)[nH]c2c1 (stereo unspecified)	3.2	2.5	0.3	-1	6	-17	2.2*	6	0.0	-8	-16
CCc1ccc(NC(=O)CN2CCc3ccccc3C2)cc1	4.0	1.5	1.0	-14	·	1	99	-1	1.0	0	-19
COc1ccc(CCNC(=O)CSc2nnc3ccc(-c4cccnc4)nn23)cc1OC	-1.0	0.3	0.9	-10	1	-15	95	-4	1.8	-2	5
O=C(CN1CCCCC1)N/N=C/c1cc2ccccc2nc1Cl	-1.5	0.1	-1.5	9	1	2	101	-1	4.9	-6	8
Cc1cccc(/C=N/NC(=O)c2cc(-c3cccnc3)nc3ccccc23)c1	-2.4	1.3	-1.6	·	-11	4	95	-1	2.4	-5	11
COC(=O)c1ccc(CSc2nc3ccccc3c(=O)n2-c2ccccc2)o1	-0.7	3.4	0.3	6	4	2	96	-1	1.6	0	4
Cc1ccc(S(=O)(=O)NC2CC(=O)N(c3ccc4c(c3)OCCO4)C2)cc1 (stereo unspecified)	-2.3	1.1	0.2	137	·	9	95	1	0.4	-4	12
CCN(CC)C(=O)CSc1nnc(-c2cc3ccccc3cc2O)n1CC	-2.8	2.5	-0.2	4	1	7	102	-3	4.0	2	15
COc1cc2c(cc1OC)CN(C(=O)CCOc1ccccc1)CC2	1.9	2.9	-2.5	4	1	14	122	4	1.8	-14	-13
CCOc1ccc(OCc2ccc(C(=O)NCC3CCCO3)o2)cc1 (stereo unspecified)	1.6	1.9	0.3	13	18	-10	77	4	2.3	1	-10
CC(=O)Nc1ccc(S(=O)(=O)NCCc2c[nH]c3ccc(C)cc23)cc1	-0.1	·	·	-14	-10	-100	100	27*	1.1	-7	1
CCC(=O)NC(=S)Nc1ccc(NC(=O)COc2ccc(Cl)cc2Cl)cc1	6.7	-0.5	-2.5	15	-7	-57	98	7	·	-6	-36
C=CCC1(C#N)C(SC)=NC2=C(C(=O)CC(C)(C)C2)C1c1ccc(Br)cc1 (stereo unspecified)	3.0	1.7	-5.4	34	-13	4	95	-1	2.2	-7	-15
COc1ccccc1N(Cc1ccccc1)S(=O)(=O)c1cccc(C(=O)Nc2ccc(C(C)=O)cc2)c1	0.3	1.4	1.0	-2	-10	1	103	1	2.9	9	-1
CCOC(=O)[C@@H]1[C@H]2COc3ccc(Br)cc3[C@@H]2N2C(=O)N(c3ccc(C)cc3)C(=O)[C@]12C	-2.5	2.6	0.7	11	-44	19	112	-5	1.1	-6	14
NS(=O)(=O)c1cc(C(=O)NNC(=O)c2ccc3c(c2)OCO3)ccc1Cl	-2.5	0.4	-2.1	13	6	6	117	-1	1.7	-10	13
COc1ccc(CNC(=O)C(C)OC(=O)CO/N=C(\C)c2ccc3c(c2)OCO3)cc1 (stereo unspecified)	-0.7	1.4	0.8	151	13	-2	97	1	2.6	1	4
CCCc1nc(SCC(=O)Nc2ccccc2)c2c(=O)n(C)c(=O)n(C)c2n1	0.5	-3.1	-1.1	7	11	-36	79	1	3.9	-4	-3
NC(=O)C1CCN(c2ccc(S(=O)(=O)N3CCCCC3)cc2[N+](=O)[O-])CC1	-2.5	-2.6	-0.4	1	·	7	101	-2	1.9	-2	13
CCCCCCCCCCOC(=O)C[N+](C)(C)CC1CCCCC1O (stereo unspecified)	-5.3	0.2	0.5	12	0	-15	102	3	2.8	1	25
COc1ccc(Br)cc1/C=N/N1C(=O)CSC1=S	1.2	2.8	-2.0	-18	-60	-14	105	6	-0.5	-2	-6
Cc1noc(C)c1COC(=O)C1CCN(S(=O)(=O)c2c(Cl)cccc2Cl)CC1	-0.4	1.9	0.6	13	11	3	102	-4	0.2	-3	3
Cc1cc(N/N=C/c2cccc(Br)c2)nc2ccccc12	2.7	2.1	-1.4	24	-10	9	99	5	1.2	-6	-12
COc1ccc(-c2nc(N)n[nH]2)cc1OC	-1.6	2.6	1.6	11	-14	-12	·	-3	1.3	1	7
COc1ccc(CC2(CO)CCN(Cc3ccc(NC(C)=O)cc3)CC2)cc1	-0.1	-1.2	-0.2	262	-10	-2	79	1	4.2	6	1
CC1(C(=O)O)CCC(C(=O)Nc2ccc(S(N)(=O)=O)cc2)C1(C)C (stereo unspecified)	-2.5	1.4	1.4	-2	0	11	103	-3	4.2	1	14
COC(=O)CSc1nc(C2CC2)cc(C(F)(F)F)c1C#N	5.2	-1.4	-0.2	381	-16	-11	96	1	3.0	-7	-27

Shown as a hit in DSG3 Ab inh, among the entries above:
| mol | MOR-DOR ag | AddAB inh | SUMO Mot1 rescue | PfHsp90 set2 | DSG3 Ab inh | phage Ecoli inh | PKA-R1A activ | MOR-DOR inv ag |
| --- | --- | --- | --- | --- | --- | --- | --- | --- |
| Fc1ccc2nc(C3CCCCN3Cc3nc(CC4CC4)no3)[nH]c2c1 (stereo unspecified) | 3.2 | 2.5 | -1 | 6 | 2.2* | 0.0 | -8 | -16 |

Going on with the list:
SMILES	MOR-DOR ag	AddAB inh	Ecoli viability	SUMO Mot1 rescue	PfHsp90 set2	HTR5A inv ag	DSG3 Ab inh	HTR5A ag	phage Ecoli inh	PKA-R1A activ	MOR-DOR inv ag
Cc1ccc(Cl)cc1N1CCN(CC(O)COC(C)C)CC1 (stereo unspecified)	-1.8	-0.3	-1.6	67	-18	-13	103	8	-1.6	-1	10
Cc1ccccc1C(=O)Oc1ccc(-c2csnn2)cc1	0.2	5.2	0.5	3	40	-2	·	1	2.2	-1	-1
COc1ccc(CN(C)C(=O)c2ccc(NC(=O)CC3SC(N4CCCCC4)=NC3=O)cc2)c(OC)c1 (stereo unspecified)	-3.6	·	·	·	-18	-18	·	-1	1.1	-10	13
CCCC(C)NC(=O)COc1ccc(S(=O)(=O)c2ccc(OCC(=O)NC(C)CCC)cc2)cc1 (stereo unspecified)	-1.5	1.6	-1.5	-16	16	8	101	0	-0.1	-10	7
CCCNC(=S)NNC(=O)c1cc(-c2cccnc2)nc2ccccc12	-5.0	-0.4	1.3	-4	8	7	97	-1	0.6	6	27
O=C(c1ccc2c(c1)C(=O)N(CCCO)C2=O)c1ccc2c(c1)C(=O)N(CCCO)C2=O	-3.2	4.3	0.4	10	7	-8	·	3	4.0	-7	13
Cc1ccc(C(=O)N2CCN(Cc3ccccc3)CC2)o1	-2.7	0.2	-0.7	1	-25	-8	106	4	2.0	1	14
COc1ccccc1N1CCN(C(=O)c2ccc(C(C)(C)C)cc2)CC1	-0.5	3.8	0.1	-10	-19	-22	109	2	2.6	-11	2
Cc1ccc(S(=O)(=O)N2CCOCC2)cc1C(=O)NCc1cccs1	-1.7	-2.2	-1.1	-1	11	2	104	-1	2.9	-7	9
COC(=O)c1nc(NC(=O)c2ccc(Br)cc2)n[nH]1	-0.7	1.9	-1.1	-6	9	1	96	0	-1.0	-6	4
O=C(N1CCCCC1)C12CC3CC(C1)CC(C(=O)N1CCCCC1)(C3)C2	-0.2	2.7	3.6	-13	47	1	·	-2	2.7	-1	1
CCN(CC)CCOC(=O)c1ccc([N+](=O)[O-])cc1	-0.3	1.9	2.7	164	10	7	104	5	3.1	6	2
CC(C)CC(=O)N(c1nnc(-c2cccnc2)s1)C1CCCC1	0.4	1.7	1.8	7	7	-1	97	0	3.8	0	-2
C/C(=N\NC(=O)C(N)=O)c1cccc(C(F)(F)F)c1	-2.4	2.7	0.4	256	-16	-10	104	4	3.5	2	13
COc1ccc(CC(=O)NNC(=O)c2cc(Cl)ccc2OC)cc1	-2.3	·	·	·	1	-2	105	1	2.9	-8	11
